Pf gamet viab: kills late stage P. falciparum gametocytes | P. falciparum stage V gametocytes, ATP luminescence, 24 h | inhibition, % at 10.9 µM | 150,000 compounds, 0.065% hits;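 active = inhibition above the mean plus 3 SD of compounds within the control limits, set per campaign, cut at about 38% in these data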;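 also: 0% = DMSO wells and 100% = medium only without gametocytes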
Avidin fluor: compound fluoresces at 488/530 nm on avidin beads. compound fluorescence 488/530 nm, flow cytometry; active compounds read high. fluorescence (KMESF) at 10 µM. 220,000 compounds, 0.38% hits; in the data active = fluorescence above about 47; also: inactives centre near 10
The depositor's hits bear a star.

SMILES	Pf gamet viab	Avidin fluor
CN(/N=C/c1ccccc1Cl)c1ncc(Cl)cc1C(F)(F)F	15	2
Cc1ccc([N+](=O)[O-])c(OCC(O)CNC(C)(C)C)c1 (stereo not drawn)	0	8
COc1cccc(-c2cc(C(=O)NCc3cccs3)no2)c1	-29	7
O=C(O)c1cc(/C=C/c2ccc(N3CCOCC3)c([N+](=O)[O-])c2)nc2ccccc12	7	11
COc1ccc(-c2noc(-c3ccc(Br)o3)n2)cc1	3	8
NS(=O)(=O)c1ccc(-c2ccc(/C=N/Nc3ccc(C(=O)O)cc3)o2)cc1	-33	5
O=C(NNS(=O)(=O)c1ccc(F)cc1)c1cnn(-c2ccccc2)c1C(F)(F)F	-16	7
CC(=O)NCCc1c[nH]c2ccc(OCC(O)CNC(C)(C)C)cc12 (stereo not drawn)	-5	15
CC1(C)CC(/C=C/c2ccccc2)=Nc2ccccc2N1	-17	7
COCCCNC(=O)c1ccccc1C(F)(F)F	24	12
Cc1ccc(Cl)cc1NC(=O)N[C@@H](CC(C)C)C(=O)O	3	4
c1ccc(N2OCC3Cn4c(nc5ccccc54)C32)cc1 (stereo not drawn)	-19	8
Cc1onc(-c2ccccc2)c1C(=O)/C=C/N(C)C	6	5
FC(F)(F)c1cnc(N2CCCN(C(=S)Nc3ccccc3)CC2)c(Cl)c1	-34	2
Cc1ccc2nc(NC(=O)CC3Oc4ccccc4NC3=O)sc2c1 (stereo not drawn)	8	7
COc1cc(NC(=S)Nc2ccc3c(c2)OCCO3)cc(OC)c1OC	-24	7
CCOC(=O)N/N=C1\CC(C)S(=O)(=O)c2ccc(Cl)cc21 (stereo not drawn)	-8	6
NC(=S)N/N=C/c1cccc(/C=N/NC(N)=S)c1	-2	10
O=[N+]([O-])c1ccccc1CSc1ccccn1	-24	8
Cc1ccc(N2C(=O)CCC2(C#N)c2ccccc2)cc1 (stereo not drawn)	0	8
C/C(=N\N=C1\NC(=O)C(CC(=O)O)S1)c1ccccn1 (stereo not drawn)	-7	3
CN(C(=O)C1CCC1C(=O)O)c1nc(-c2ccc(Cl)s2)cs1 (stereo not drawn)	-2	7
S=C1NCN(Cc2ccco2)CN1c1cccc2ccccc12	-13	5
COCCNC(=O)C1CC2Cn3c(nc4cc(C)c(C)cc43)C2N1C (stereo not drawn)	-2	10
COc1cc(CN2CCC(CO)(CCOc3ccccc3)CC2)cc(OC)c1	2	8
O=[N+]([O-])c1ccc(/C=N/NC(=S)Nc2ccc(Cl)cc2Cl)s1	4	6
CC(=O)c1c(C)[nH]c(C(=O)OCC(=O)Nc2sc3c(c2C#N)CCC(C)C3)c1C (stereo not drawn)	-20	9
Cc1cc(C)c2ccc(=O)n(CC(=O)N/N=C/c3ccccc3Cl)c2n1	-11	7
CN(C)/C=C/C1=C([N+](=O)[O-])C(c2cccc([N+](=O)[O-])c2)NC(=O)N1 (stereo not drawn)	23	7
Cn1c(SCC(=O)NC(=O)Nc2ccccc2)nnc1-c1ccncc1	-6	6
Cc1cc(C(=O)NCc2ccccc2Cl)n(-c2ccccc2)n1	2	7
O=C(N/N=C/c1cccs1)c1n[nH]c2c1CCCC2	-13	8
Cc1cc(-c2nnc(-c3cccc(Cl)c3)o2)no1	-3	7
CC1(/[N+]([O-])=C/c2ccc(Cl)cc2Cl)CCCCC1=O (stereo not drawn)	23	5
COc1ccc(C(=O)NNC(=O)c2snnc2C)cc1	-35	7
Cc1onc(-c2ccc(Cl)cc2Cl)c1-c1csc(N/N=C/c2ccccc2Cl)n1	5	7
Fc1ccc(-c2cn(-c3ccccc3)c3[n+]2CCS3)cc1	19	3
N#C/C(=C\c1c(N2CCC(C(N)=O)CC2)nc2ccccn2c1=O)S(=O)(=O)c1ccc(Cl)cc1	-13	6
CCc1nnc(NC(=O)C2CCC(CNc3c(N4CCC(C)CC4)c(=O)c3=O)CC2)s1 (stereo not drawn)	-2	7
CN1C[C@@H]2C(c3ccc(C(F)(F)F)cc3)C3(c4ccc(C#N)cc4)CC2(C3)[C@H]1c1ccccc1 (stereo partly drawn)	-22	9
C=C(C)CSc1nnc(CCCCCNC(=O)OC(C)(C)C)o1	-18	5
Cc1cc(C)nc(N2CCN(C(=O)CCC(=O)Nc3nnc(CC(C)C)s3)CC2)n1	-3	8
Cc1ccc(C)c(NC(=S)NCCc2c[nH]c3ccccc23)c1	-27	7
CCOc1ccc(CN2C(=O)CC(=O)N(S(=O)(=O)c3ccc(OCC)cc3)C2=O)cc1	0	4
Nn1c(SCc2cccc(F)c2)nnc1-c1cccnc1	-27	7
COc1cc(NC(=O)c2ccno2)cc(C(=O)Nc2cccc(C(F)(F)F)c2)c1	-11	12
CCCOc1ccc(-c2c(C(=O)N/N=C/c3ccc(C)cc3)nnn2-c2nonc2N)cc1	1	6
COc1ccccc1/C=C\C(=O)NCC(=O)N/N=C/c1ccc(O)cc1O	-12	3
Nc1n[nH]c2cccc(Cl)c12	3	6
Cc1cc(C)c(C(=O)Cn2nc(C(=O)O)c3ccccc3c2=O)cc1C	-12	6
Cc1ccc(N2C(=O)CC(Nc3cccc4ccccc34)C2=O)cc1 (stereo not drawn)	-11	7
Cc1ccccc1NC(=O)CSc1ccncc1	-1	3
COc1ccc(-c2cc([C@H]3[C@@H]4C=CCC[C@@]4(C)C(=O)N3Cc3ccccc3)ccc2F)cc1	10	10
COc1cc(/C=N/NC(=S)NC2CC3CCC2C3)ccc1O (stereo not drawn)	11	6
CC(C)[C@H](NC(=O)OC(C)(C)C)C(=O)N/N=C/c1ccc2nccnc2c1	9	6
Nc1scc[n+]1Cc1cccc2cccnc12	-16	8
C/C(=N\NC(=O)CSc1nc2ccccc2o1)c1cccc(O)c1	-8	8
COc1ccc(-c2ocnc2C(=O)NCc2nn(-c3ccccc3)nc2C)cc1	-14	8
CSCCC(NS(=O)(=O)c1ccc2c(c1)oc(=O)n2C)C(=O)NCc1ccc(C)cc1 (stereo not drawn)	25	7
COC(OC)c1ccnc(SCc2ccccc2Cl)n1	6	7

A draw from above in order of length of the SMILES, smallest number first:
SMILES	Pf gamet viab	Avidin fluor
COc1cc(/C=N/NC(=S)NC2CC3CCC2C3)ccc1O (stereo not drawn)	11	6
Cc1ccc(N2C(=O)CC(Nc3cccc4ccccc34)C2=O)cc1 (stereo not drawn)	-11	7
COc1ccccc1/C=C\C(=O)NCC(=O)N/N=C/c1ccc(O)cc1O	-12	3

Next section
SMILES	Pf gamet viab	Avidin fluor
Cc1ccc(NC(=O)c2ccc(F)cc2F)cc1NS(C)(=O)=O	9	7
O=C(/C=C/c1ccc(S(=O)(=O)N2CCOCC2)cc1)N1CCN(c2ccc(F)cc2)CC1	6	5
CCCCCCCC(=O)N/N=C/c1ccncc1	7	4
CCOc1ccc(S(N)(=O)=O)cc1-c1nc2c(C(C)(C)C)nn(C)c2c(=O)[nH]1	0	6
Cc1[nH]c2ccccc2c(=O)c1C(=O)/C=C/c1ccccc1	5	8
CSc1ncccc1C(=O)OCC(=O)c1ccc2c(c1)NC(=O)CO2	1	6
O=C(O)c1ccc(Sc2nnc3ccccn23)c([N+](=O)[O-])c1	14	15
O=C1c2ccccc2C(O)(c2ccccc2)N1C1CC1 (stereo not drawn)	5	5
Cc1cc(N/N=C/c2ccccc2)nc(N2CCOCC2)n1	13	15
COC(=O)c1sccc1S(=O)(=O)Nc1ccc(Cl)cc1	-1	8
CCC1CCCCN1C(=O)CCc1nnc(Cc2cc(OC)ccc2OC)o1 (stereo not drawn)	-6	5
CCCCCCCSc1nnc(N)s1	-53	4
Cc1cc(Nc2cccc(F)c2)nc(N2CCOCC2)n1	-1	8
Cc1ccc(C(=O)Oc2ccccc2N2CCOCC2)cc1	-10	7
O=C(C[n+]1ccc2c(c1)nnn2-c1ccccc1)c1ccc(Cl)cc1	-1	8
COc1cc(NC(=O)N2CCNC2=O)cc(C(=O)Nc2cccc(C(F)(F)F)c2)c1	-8	7
COc1c(/C=N/NC(=O)c2ccncc2)c(CCN(C)C(C)=O)cc2c1OCO2	-16	36
Cc1cc(C)c(C(=O)Nc2ccc(C)c(C)c2)c(CC(C)(C)C(=O)O)c1	15	3
CCCc1c(O)nc(SC2CC(=O)N(c3ccc(OC)cc3)C2=O)[nH]c1=O (stereo not drawn)	-7	5
Cc1onc(-c2c(Cl)cccc2Cl)c1C(=O)OCC(=O)c1ccccc1	-9	9
COC(=O)COc1ccc2c(=O)c(-c3ccccc3)coc2c1	-25	6
Cc1oc2ccccc2c1CC(=O)NCCCN(C)C	6	8
CCOC(=O)COc1nc(-c2ccc(C)cc2)cc(-c2ccco2)c1C#N	-10	7
COc1ccc(/C=N/NC(=O)c2ccccc2O)cc1Cn1nnc2ccccc21	26	7
COc1ccc(CNC(=O)N[C@H](C(=O)O)C(C)C)cc1OC	9	17
CCOc1ccc(/C=N/NC(=O)CSc2ccccn2)cc1O	-7	4
O=c1cc(-c2ccccc2Cl)oc2c(NS(=O)(=O)c3ccccc3OC(F)(F)F)ccc(O)c12	12	6
Cn1nnc(NC(=O)c2cccc([N+](=O)[O-])c2)n1	4	6
Cc1ccc(S(=O)(=O)Nc2nc(-c3ccc(F)cc3)cs2)cc1	0	7
O=C(Nc1ccc(S(=O)(=O)Nc2ncccn2)cc1)c1cccc(S(=O)(=O)N2CCCC2)c1	-1	7
COC(=O)CCC(=O)OC1(C)C(=O)C=C2C=C(C3CC3)N(c3cccc(C#N)c3)C=C2C1=O (stereo not drawn)	-71	9
O=C(/C=C/Sc1ccc(C(F)(F)F)cn1)c1ccccc1	2	7
Cc1[nH]n(-c2ccccc2)c(=O)c1C(=O)c1ccccc1	-9	8
C=C(C)CSc1nc2sc3c(c2c(=O)n1C1CCCCC1)CCN(C)C3	19	7
Cc1csc2c(N3CCCCC3)ncnc12	10	5
Cc1ncc(CO)c2cc(-c3nnc(Nc4ccc5c(c4)OCO5)s3)c(=O)oc12	-3	8
Cc1cccc(OCC(=O)Nc2ncn[nH]2)c1C	-8	11
CC(C)C(=O)Nc1nnc(Cc2c[nH]c3ccccc23)s1	9	9
CN1CCc2c(sc(/N=C/c3cc(Cl)ccc3O)c2C#N)C1	-7	4
S=c1[nH]nc(-c2ccccn2)n1/N=C/c1ccc(Cl)cc1	6	6
Cc1c(CCC(=O)O)c(=O)oc2cc3oc4c(c3cc12)CCCC4	-7	6
COc1cc(/C=N/Nc2cc(C)nc(NS(=O)(=O)c3ccccc3)n2)ccc1O	7	7
CC1SCC(=NOCc2ccccc2)CS1 (stereo not drawn)	-10	6
Cc1ccc(NC(=O)Cn2cnc3cc([N+](=O)[O-])ccc3c2=O)cc1	-10	4
O=C(Nc1ccc(OC(F)(F)F)cc1)Oc1ccccc1N1CCOCC1	-17	8
Cn1c(SCc2c(Cl)cccc2Cl)nnc1-c1ccc2nonc2c1	12	7
COc1ccccc1NC(=S)NC1CC2CCC1C2 (stereo not drawn)	6	7
CCOC(=O)N/N=C/c1cn(Cc2ccc(F)cc2)c2ccccc12	15	6
O=C(NCc1ccco1)c1ccc(Cl)nc1	0	6
COc1ccc(OC)c(S(=O)(=O)N2CCC(C(=O)N(C)Cc3ccccc3)CC2)c1	4	10
C=Cc1ccc(CSc2cc(C)nc3nc(C)nn23)cc1	15	9
NNC(=O)CNC(c1ccccc1)c1cc(Br)ccc1N (stereo not drawn)	18	4
CN(C)c1ccc(/C=C/C(=O)c2cccnc2)cc1	-5	5
Cc1ccc(NS(=O)(=O)c2cc([N+](=O)[O-])ccc2N/N=C/c2sc(N3CCOCC3)nc2-c2ccccc2)c(C)c1	5	22
CCOC(=O)Cn1cnc2c(sc3nc(C)cc(C)c32)c1=O	-10	6
O=C(O)COCC(=O)N1CCN(C(c2ccccc2)c2ccccc2)CC1	15	7
CCOC(=O)c1cnc(-n2nc(C)cc2C)[nH]c1=O	2	5
COc1ccc2nnc(-c3ccc(C(F)(F)F)cc3)n2n1	8	8
Cc1ccc(CSc2nnc(-c3ccccn3)n2N)cc1	-12	4
Cc1nc2c(-c3ccc(F)cc3)c(C)nn2c(C)c1CCC(=O)Nc1ccc(F)cc1F	6	8

Next compounds follow.
SMILES	Pf gamet viab	Avidin fluor
CCc1nnc(NS(=O)(=O)c2ccc(NC(=S)NC(=O)c3ccncc3)cc2)s1	-25	13
COc1ccc(/C=N/n2cnc3c([nH]c4ccc(F)cc43)c2=O)cc1CSc1ccccn1	5	6
Cc1nnc(SCc2nc3scc(-c4ccccc4)c3c(=O)[nH]2)s1	21	9
O=C(Cc1ccc([N+](=O)[O-])cc1)c1ccc(O)cc1O	5	8
Cc1ccc(S(=O)(=O)c2cc3c(=O)n4cccc(C)c4nc3n(CC3CCCO3)c2=N)cc1C (stereo not drawn)	4	3
O=C(Nc1ccc(F)cc1F)N1CCCN(c2ccc([N+](=O)[O-])cn2)CC1	9	3

In the list so far, these have two or more sulfur atoms.
SMILES	Pf gamet viab	Avidin fluor
NC(=S)N/N=C/c1cccc(/C=N/NC(N)=S)c1	-2	10
CN(C(=O)C1CCC1C(=O)O)c1nc(-c2ccc(Cl)s2)cs1 (stereo not drawn)	-2	7
O=[N+]([O-])c1ccc(/C=N/NC(=S)Nc2ccc(Cl)cc2Cl)s1	4	6
CSCCC(NS(=O)(=O)c1ccc2c(c1)oc(=O)n2C)C(=O)NCc1ccc(C)cc1 (stereo not drawn)	25	7
COC(=O)c1sccc1S(=O)(=O)Nc1ccc(Cl)cc1	-1	8
CCCCCCCSc1nnc(N)s1	-53	4
Cc1ccc(S(=O)(=O)Nc2nc(-c3ccc(F)cc3)cs2)cc1	0	7
O=C(Nc1ccc(S(=O)(=O)Nc2ncccn2)cc1)c1cccc(S(=O)(=O)N2CCCC2)c1	-1	7
C=C(C)CSc1nc2sc3c(c2c(=O)n1C1CCCCC1)CCN(C)C3	19	7
CC1SCC(=NOCc2ccccc2)CS1 (stereo not drawn)	-10	6
Cc1ccc(NS(=O)(=O)c2cc([N+](=O)[O-])ccc2N/N=C/c2sc(N3CCOCC3)nc2-c2ccccc2)c(C)c1	5	22
CCc1nnc(NS(=O)(=O)c2ccc(NC(=S)NC(=O)c3ccncc3)cc2)s1	-25	13
Cc1nnc(SCc2nc3scc(-c4ccccc4)c3c(=O)[nH]2)s1	21	9

Assay outcomes as filed in PubChem BioAssay.

Some of the compounds tested; count on the stated rates, not on these rows.
